HT1080NT lethal = kills 2HG-producing HT-1080-NT fibrosarcoma cells. HT-1080-NT fibrosarcoma viability, CellTiter-Glo ATP luminescence, 48 h. Potency, µM (titrated, usually from 46.1 µM), for the others: at the top dose activity, negative = less viability, most hits filed as cytotoxic. 1.6% of 360,000 active. AID 686970;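 further: NT is the 2HG producing partner of a matched IDH1 knockdown line; potency means the concentration at half of the fitted maximal effect; 0% = DMSO-treated cells and -100% = media-only wells without cells; nearly all actives have a fitted effect of over 55% in size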
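HT-1080-NT fibrosarcoma cells (2HG-overproducing), 750 cells/well in RPMI with 5% FBS, dosed after 2 h and incubated 48 h at 37C. CellTiter-Glo luminescence normalized to DMSO and no-cell wells; concentration-response curves fitted and classed.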
HT1080 IDH1KD tx = HT-1080 IDH1 knockdown cell toxicity (counter line); Potency, µM (highest dose often 46.1 µM), for inactives: at the highest dose activity, negative = toxicity, most hits filed as cytotoxic; 2% of 360,000 active; HT-1080 IDH1 knockdown viability, ATP luminescence, 48 h;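 further: potency means the concentration at half of the fitted maximal effect; 0% = DMSO wells and -100% = cell-free medium wells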
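% activity derives from luminescence (CellTiter-Glo), normalised to DMSO and no-cell wells. HT-1080-IDH1KD cells, 750/well, had 48 h compound exposure at 37 °C.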
SW480 rerep = DNA re-replication induction in SW480 cells; 1.8% of 340,000 active; Potency, µM (highest dose often 46.1 µM), for inactives: at the top dose re-replication activation, hits mostly activators; SW480 DNA re-replication, Hoechst DNA content imaging, 48 h; further: potency means the concentration at half of the fitted maximal effect; % of control where 0% means no effect; nearly all actives have a fitted effect of over 55% in size
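SW480 cells exposed to compounds for 48 hr at 37 C, 5% CO2, then Hoechst-stained 40 min. Nuclear DNA content imaged by fluorescence scanning (405 nm excitation, 500-530 nm emission); re-replication scored as increased high-intensity nuclei.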
WRN inhibitor = inhibitors of human WRN helicase; 0.46% of 360,000 active; Potency, µM (top dose mostly 114 µM), without a hit: top-dose activity change, negative = inhibition, actives largely listed as inhibitors; WRN helicase unwinding, fluorescent forked duplex, kinetic; Q14191; further: potency means the concentration at half of the fitted maximal effect; on the % scale 0 is the no-effect control and ±100 the full control effect; nearly all actives have a fitted effect of over 55% in size
Target sequence (Q14191 whole entry, looked up): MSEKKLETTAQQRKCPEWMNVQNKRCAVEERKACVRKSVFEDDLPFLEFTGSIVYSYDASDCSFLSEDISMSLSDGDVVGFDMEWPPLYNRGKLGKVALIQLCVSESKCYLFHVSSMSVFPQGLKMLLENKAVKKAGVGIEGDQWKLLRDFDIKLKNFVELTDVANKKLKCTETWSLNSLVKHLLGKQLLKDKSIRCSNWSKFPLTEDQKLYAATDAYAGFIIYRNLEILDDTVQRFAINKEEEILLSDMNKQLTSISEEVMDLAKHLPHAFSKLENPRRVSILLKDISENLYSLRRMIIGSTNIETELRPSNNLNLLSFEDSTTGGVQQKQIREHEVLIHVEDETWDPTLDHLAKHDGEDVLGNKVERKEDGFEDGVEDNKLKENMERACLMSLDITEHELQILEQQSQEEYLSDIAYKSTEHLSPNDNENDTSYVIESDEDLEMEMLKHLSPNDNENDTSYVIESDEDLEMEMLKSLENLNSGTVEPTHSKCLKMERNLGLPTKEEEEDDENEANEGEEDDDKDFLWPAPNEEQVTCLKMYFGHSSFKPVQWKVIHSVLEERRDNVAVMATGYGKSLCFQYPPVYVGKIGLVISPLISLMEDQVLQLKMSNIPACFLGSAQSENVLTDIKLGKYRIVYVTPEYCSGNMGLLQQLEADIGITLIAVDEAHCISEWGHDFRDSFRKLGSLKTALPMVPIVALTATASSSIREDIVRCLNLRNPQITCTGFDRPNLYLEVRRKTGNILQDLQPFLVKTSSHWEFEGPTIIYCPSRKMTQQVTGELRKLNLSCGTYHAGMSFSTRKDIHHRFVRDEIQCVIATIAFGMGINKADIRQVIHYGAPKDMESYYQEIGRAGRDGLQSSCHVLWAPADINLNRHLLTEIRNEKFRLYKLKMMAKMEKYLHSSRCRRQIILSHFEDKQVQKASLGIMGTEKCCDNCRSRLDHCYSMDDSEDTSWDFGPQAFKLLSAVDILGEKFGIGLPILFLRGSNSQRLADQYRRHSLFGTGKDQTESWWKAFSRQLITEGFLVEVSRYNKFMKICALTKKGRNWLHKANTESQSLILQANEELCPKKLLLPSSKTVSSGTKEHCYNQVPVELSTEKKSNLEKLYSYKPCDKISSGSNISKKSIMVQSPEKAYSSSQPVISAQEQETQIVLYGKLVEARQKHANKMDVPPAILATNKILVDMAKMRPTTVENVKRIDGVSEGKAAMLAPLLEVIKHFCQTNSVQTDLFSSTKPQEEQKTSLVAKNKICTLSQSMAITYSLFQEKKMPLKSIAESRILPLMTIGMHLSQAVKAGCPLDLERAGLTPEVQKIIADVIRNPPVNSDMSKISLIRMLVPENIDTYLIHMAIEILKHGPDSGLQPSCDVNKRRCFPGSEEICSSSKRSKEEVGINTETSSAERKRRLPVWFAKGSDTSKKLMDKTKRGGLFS
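Fluorescence dequenching readout, ex 525 nm/em 598 nm, kinetic mode: forked duplex DNA (100 nM final) with adjacent fluorophore and quencher unwound by WRN (20 nM final) with 2 mM ATP. Compound preincubation 15 min, room temperature.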
IL-1B inflam inh = blocks inflammasome-driven IL-1 beta release. THP-1 LPS/ATP IL-1B secretion, AlphaLISA, 16 h; stronger effect = lower value. activity change, % at 57.5 µM. 4.7% of 360,000 active; in the data active means activity change below about -50%; inconclusive means mostly about -30% to -49%; further: on the % scale 0 is the no-effect control and ±100 the full control effect
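Secreted IL-1B measured by AlphaLISA bead assay after 16 h compound exposure of THP-1 cells; compounds (final up to 57.5 uM) added 1 h before LPS (250 ng/mL) and ATP (1.25 mM) stimulation; lower signal means less secretion.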
ATXN2 expr inh = inhibitors of ATXN2 expression; HEK-293 ATXN2-luciferase reporter, luminescence, 24 h; 0.72% of 360,000 active; Potency, µM (top dose mostly 57 µM), without a hit: at the top dose activity change, negative = inhibition, usual class: inhibitors; further: potency means the concentration at half of the fitted maximal effect; on the % scale 0 is the no-effect control and ±100 the full control effect; nearly all actives have a fitted effect of over 55% in size
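qHTS (up to 57 uM final) was run with 24 h compound exposure of reporter cells at 37 °C. Each well was multiplexed: SteadyGlo luminescence measured ATXN2-luciferase expression after a fluorogenic Gly-Phe-AFC viability readout (25 uM final).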
KB-V1 MDR tox = kills drug-selected multidrug resistant KB-V1 cells; KB-V1 MDR cells viability, CellTiter-Glo, 72 h; Potency, µM (highest dose often 46.1 µM), for the others: at the top dose activity change, negative = cytotoxicity, hits mostly cytotoxic; 3.4% of 400,000 active; further: potency means the concentration at half of the fitted maximal effect; on the % scale 0 is the no-effect control and ±100 the full control effect; nearly all actives have a fitted effect of over 60% in size
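Cytotoxicity via CellTiter-Glo luminescence after 72 h compound exposure at 37 degrees C. Cells: drug-selected KB-V1 line, DMEM phenol-red free plus 10% FBS. Compounds tested at multiple concentrations; normalized data fitted to concentration-effect curves.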
KB-3-1 cytotox = KB-3-1 parental cell cytotoxicity. 1.4% of 400,000 active. Potency, µM (series often up to 46.1 µM), for the others: at the highest dose activity change, negative = cytotoxic, hits mostly cytotoxic. KB-3-1 viability, CellTiter-Glo ATP luminescence, 72 h; further: potency means the concentration at half of the fitted maximal effect; on the % scale 0 is the no-effect control and ±100 the full control effect; nearly all actives have a fitted effect of over 60% in size
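Parental KB-3-1 adenocarcinoma cells in phenol-red-free DMEM with 10% FBS were pin-treated with compounds at several concentrations, incubated 72 h at 37 °C, and viability read by CellTiter-Glo luminescence; concentration-effect curves were fitted after normalization.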
MCF10A rerep = inducers of DNA re-replication in MCF 10A breast cells; MCF 10A DNA re-replication, Hoechst nuclear intensity, 48 h; 2.9% of 350,000 active; Potency, µM (titrated, usually from 46.1 µM), for inactives: top-dose activity, positive = re-replication, actives largely listed as activators; further: potency means the concentration at half of the fitted maximal effect; % of control where 0% means no effect; nearly all actives have a fitted effect of over 50% in size
* hit, by the source's call; ? = inconclusive; nt = no result given; [ ] = remark or other dose. Unless noted, the call rests on the fitted dose curve; in most records, active means well fitted curve in the direction sought with a large enough effect; inconclusive means small, poorly fitted or top-dose-only effect, or another doubt; inactive means no such curve, though single readings can be large; an effect the other way counts as inactive or inconclusive.

Every second line gives: HT1080NT lethal | HT1080 IDH1KD tx | SW480 rerep | WRN inhibitor | IL-1B inflam inh | ATXN2 expr inh | KB-V1 MDR tox | KB-3-1 cytotox | MCF10A rerep
Cc1cc(C(=O)CSc2nn(-c3ccccc3)c(=S)s2)c(C)n1Cc1ccco1
 : -2% | -4% | 2% | 2% | -7 | 1% | -25% | 2% | ?
O=C(NCc1ccccc1)C1CC(=O)N(C2CCCCCC2)C1 (centres undefined)
 : 18% | 11% | 12% | 0% | 17 | -11% | -3% | 28% | 1%
CC12C(=O)N(c3ccccc3C(=O)O)C(=O)C1C1C=CC2C1 (centres undefined)
 : 14% | 10% | 1%[9.22 µM] | 9% | 2 | -2% | 8% | 19% | -3%
O=C(Nc1ccc(Cl)cc1)OCc1cn(-c2ccc(Cl)cc2)nn1
 : 4% | 6% | -1% | -11% | -13 | 20% | 9% | 0% | 2%
CSc1ccc(/C=C/C(=O)c2ccc(O)cc2)cc1
 : ? | ? | 21% | -8% | -79* | 17% | ? | ? | ?
O=C(NC1CCN(C(=O)NCc2ccccc2)CC1)c1ccco1
 : 7% | 14% | -10% | 11% | 7 | 3% | 23% | 4% | 1%
COc1ccccc1NC(=O)c1csc(-n2nc(C)cc2C(F)(F)F)n1
 : 15% | 6% | -20% | 5% | -9 | nt | 10% | 0% | 2%
Cc1cc(NC(=O)C2CC(=O)N(c3ccccc3Cl)C2)no1 (centres undefined)
 : 17% | 12% | -11% | -20% | 17 | -2% | 6% | 3% | -2%
O=C1CSC(c2ccccn2)N1Cc1cn2ccccc2n1 (centres undefined)
 : 4% | 6% | ? | -26%[57.1 µM] | 14 | -4% | -6% | 12% | -6%
CC(=O)Nc1nnc(SCC(=O)N2CCc3ccccc32)s1
 : -1% | 6% | -4% | 0% | 13 | 4% | ? | 2% | 5%
O=C(NCc1nnc2c(C(F)(F)F)cc(Cl)cn12)c1cccs1
 : -1% | -5% | -3% | 3% | 1 | 2% | 4% | -2% | 0%
O=C(CCc1ccccc1)N=C1SC2CS(=O)(=O)CC2N1c1cccc(F)c1 (centres undefined)
 : -10% | -2% | ? | -6% | -22 | 13% | -6% | 17% | -2%
CCOC(CNC(=O)c1nnc(Cc2cc(OC)c(OC)c(OC)c2)o1)OCC
 : 14% | 3% | -12% | -7% | 4 | -2% | -1% | 13% | -3%
CS(=O)(=O)N(CCC(=O)O)Cc1ccccc1
 : -5% | 0% | 2% | 6% | -6 | 1% | 0% | 0% | -6%
Cc1ccc(C(=O)NC2CCS(=O)(=O)C2)cc1S(=O)(=O)N1CCCCCC1 (centres undefined)
 : -16% | -18% | 2% | -3% | -7 | -23% | -4% | 1% | 0%
COc1ccccc1NC(=O)CNC(=O)c1ccc(Br)o1
 : -2% | 14% | -3% | 6% | -1 | nt | -1% | 0% | 13%
CON(c1nc(Cl)nc(N(C)C)n1)S(=O)(=O)c1ccc(C)cc1
 : -16% | ? | ? | -7% | -63* | ? | 8% | 2% | ?
O=C1c2ccc([N+](=O)[O-])cc2NC(c2ccco2)N1/N=C/c1ccco1 (centres undefined)
 : -9% | -13% | -7% | -12% | -21 | 14% | 1% | 24% | 4%
CCc1noc(C)c1C(=O)Nc1ccc(S(=O)(=O)N2CCCC(C)C2)cc1 (centres undefined)
 : -4% | -5% | -1% | -7% | -3 | -6% | -20% | -13% | 1%
NC(=S)NNc1ccnc2cc(Cl)ccc12
 : 5% | 22% | -14% | -5% | -3 | -15% | ? | -7% | 8%
Cc1ccc(NC(=O)C(=O)NCC2OCCc3ccccc32)cc1 (centres undefined)
 : 6% | 12% | 7% | 2% | -26 | 6% | -15% | -7% | ?
C=CCn1c(=NC(=O)c2ccc(S(=O)(=O)N3CCCc4ccccc43)cc2)sc2cc(S(N)(=O)=O)ccc21
 : -2% | -11% | 4% | -7% | 24 | 2% | -16% | -2% | 28%
COc1cccc(CNC(=O)Cc2c(C(=O)O)[nH]c3ccccc23)c1
 : 10% | -10% | -2% | 2% | 17 | -5% | 0% | 2% | -3%
CCCCCn1nc(-c2ccccc2)c2nc3ccccc3nc21
 : 1% | 6% | ? | 2% | 21 | -4% | -30% | 8% | ?
O=C(c1ccc(N2CCCC2)c([N+](=O)[O-])c1)N1CCc2ccccc2C1
 : -7% | -11% | 93% | -9% | ? | -17% | 2.6µM* | ? | ?
CCOC(=O)c1cnc(SC)nc1Oc1cccc(NC(=O)c2ccc(C)cc2)c1
 : 13% | 10%[9.24 µM] | -8% | 1% | 25 | -5% | -26% | 5% | -1%
COC(=O)[C@@]12C[C@@H](CC(=O)N3CCCCC3)C(=O)N(CCc3ccc(OC)c(OC)c3)C1=CCC(C)(C)C2
 : 6% | 5% | nt | 2% | -8 | nt | ? | 2% | nt
CSCCC(NS(=O)(=O)c1ccc(Cl)cc1)C(=O)OCC(=O)NC12CC3CC(CC(C3)C1)C2 (centres undefined)
 : -14% | 0% | -4%[9.22 µM] | -8% | -24 | -11% | -3% | -7% | 15%
O=C1C2C3C=CC(CC3)C2C(=O)N1c1ccc(Br)cc1[N+](=O)[O-] (centres undefined)
 : 8% | 9% | -1% | -7% | -13 | -2% | -4% | -4% | 1%
O=C(O)/C=C/c1cn(Cc2ccccc2)nc1-c1ccccc1
 : 0% | -1% | ? | -2% | 2 | 5% | -17% | -1% | -3%
CCC1CCCCN1C(=O)COC(=O)CSc1ccc(C(N)=O)cc1[N+](=O)[O-] (centres undefined)
 : 1% | 10% | -5% | 2% | 29 | 9% | 0% | 2% | -6%
CCOC(=O)C1=C[C@@H](CC)N(S(=O)(=O)c2ccccc2)[C@H]1c1ccccc1
 : -1% | 0% | nt | -6% | 1 | 2% | ? | 0% | nt
COCc1c(C(=O)Nc2ccc(C)c(S(=O)(=O)N3CCOCC3)c2)oc2ccccc12
 : 6% | -2% | -1% | -20% | -3 | 25% | 4.6µM* | ? | ?
CCOC(=O)N1CCC(N2Cc3cccc(C(=O)O)c3C2=O)CC1
 : 9% | 0% | -24% | 2% | 21 | -12% | 23% | 6% | 1%
COc1ccccc1Cc1c(-c2ccccc2)nc2cc(C)c(Br)c(C)n12
 : -19% | -19% | nt | -6% | 20 | 39% | -26% | 5% | nt
CCc1ccc(NC(=O)CC2C(=O)N(c3cccc(OC)c3)C(=O)N2CCOC)cc1 (centres undefined)
 : -1% | 0% | -14% | 5% | 25 | 25% | -4% | 2% | 7%
O=C(CSc1nnc(-c2cccnc2)o1)Oc1ccccc1
 : 0% | -6% | -3% | -9% | -7 | 0% | 1% | 16% | 2%
Cc1ccc(N(C)C(=O)n2cnc3ccccc32)cc1
 : 10% | 17% | -5% | -32% | 2 | 4%[11.3 µM] | -13% | 0% | -8%
CCOc1ccc(NC(=S)N(Cc2ccc(Cl)cc2)Cc2ccco2)cc1
 : ? | ? | -3% | -10% | ? | -16% | -29% | 4% | 3%
Cc1ccc(NC(=O)CSc2nc3ccccc3c(=O)n2Cc2cccs2)cc1
 : -7% | -4% | 2% | -20% | 4 | -31% | 0% | -1% | ?
C=CCSc1nccc(-c2nn(-c3ccc(C)cc3)ccc2=O)n1
 : ? | ? | ? | -12% | -25 | -6% | 3.7µM* | 6.5µM* | 8.2µM*
COCCn1c(SCC(=O)Nc2cc(C)on2)nnc1-c1ccccc1
 : 18% | 15% | -13% | 13% | 15 | -8% | 3% | 4% | 4%
COc1ccc(C(O)c2ncc(-c3cccc4ccccc34)[nH]2)cc1F (centres undefined)
 : ? | ? | nt | 0% | 11 | -17% | ? | ? | nt
CC1=C(C(=O)OCC2CCCO2)C(c2ccsc2)C2=C(CCCC2=O)N1 (centres undefined)
 : -9% | -4% | ? | -13% | 10 | 8% | -20% | 4% | -2%[9.22 µM]
CSc1nc(N)nc(SCC(=O)c2ccccc2)c1C#N
 : -30% | 0%[9.24 µM] | 7% | -1% | -6 | 19% | ? | 0% | 18%
O=C(CSc1nc2ccsc2c(=O)n1NC(=O)c1ccccc1)Nc1nccs1
 : ? | -20% | 2% | -29% | -6 | 15% | -25% | 0% | -1%
O=C(c1cc2cc(F)ccc2[nH]1)N1CCN(Cc2ccc3c(c2)OCO3)CC1
 : -19% | -18% | ? | -9% | -10 | -23% | -15% | -17% | ?
CCCn1c(SCC(=O)Nc2nc(-c3ccc(OC)cc3)cs2)nc2c1c(=O)n(C)c(=O)n2C
 : -1% | -2% | 16% | ? | -2 | 2% | 0% | -13% | ?
CCN1C(=O)[C@@H]2[C@H](C1=O)[C@@H]1C[C@H]3C(=O)N(CC)C(=O)[C@H]3[C@@H]3C1=C(C(=O)N1C(=O)OC(=NCC4CC4)[C@]31C)[C@@H]2C
 : 3% | 1% | 5% | 4% | 4 | -11% | ? | 0% | 29%
CCC(C)(C)NC(=O)C(c1sccc1C)N(Cc1ccco1)C(=O)c1csnn1 (centres undefined)
 : 2% | -2% | -8% | 0% | -11 | 3% | -22% | -17% | 5%

Entries above that bear a hit mark in IL-1B inflam inh:
| structure | SW480 rerep | WRN inhibitor | IL-1B inflam inh |
| --- | --- | --- | --- |
| CSc1ccc(/C=C/C(=O)c2ccc(O)cc2)cc1 | 21% | -8% | -79* |
| CON(c1nc(Cl)nc(N(C)C)n1)S(=O)(=O)c1ccc(C)cc1 | ? | -7% | -63* |
